Bioassay records (PubChem BioAssay)
ALOX12 inh – Primary qHTS assay for inhibitors of human arachidonate 12S-lipoxygenase (ALOX12): Round 2. Polyunsaturated fatty acid lipoxygenase ALOX12 (Homo sapiens), P18054. Potency, µM (top dose mostly 108 µM), for the others: at the top dose activity change, negative = inhibition, most hits filed as inhibitors. AID 1671190, 2021. purified 12hLO, xylenol orange hydroperoxide absorbance. 1.1% of 580,000 active; also: potency is read from the fitted curve at half-maximal effect; % is scaled to controls: 0 for no effect and ±100 for the full control effect
Target sequence (P18054 whole entry, looked up): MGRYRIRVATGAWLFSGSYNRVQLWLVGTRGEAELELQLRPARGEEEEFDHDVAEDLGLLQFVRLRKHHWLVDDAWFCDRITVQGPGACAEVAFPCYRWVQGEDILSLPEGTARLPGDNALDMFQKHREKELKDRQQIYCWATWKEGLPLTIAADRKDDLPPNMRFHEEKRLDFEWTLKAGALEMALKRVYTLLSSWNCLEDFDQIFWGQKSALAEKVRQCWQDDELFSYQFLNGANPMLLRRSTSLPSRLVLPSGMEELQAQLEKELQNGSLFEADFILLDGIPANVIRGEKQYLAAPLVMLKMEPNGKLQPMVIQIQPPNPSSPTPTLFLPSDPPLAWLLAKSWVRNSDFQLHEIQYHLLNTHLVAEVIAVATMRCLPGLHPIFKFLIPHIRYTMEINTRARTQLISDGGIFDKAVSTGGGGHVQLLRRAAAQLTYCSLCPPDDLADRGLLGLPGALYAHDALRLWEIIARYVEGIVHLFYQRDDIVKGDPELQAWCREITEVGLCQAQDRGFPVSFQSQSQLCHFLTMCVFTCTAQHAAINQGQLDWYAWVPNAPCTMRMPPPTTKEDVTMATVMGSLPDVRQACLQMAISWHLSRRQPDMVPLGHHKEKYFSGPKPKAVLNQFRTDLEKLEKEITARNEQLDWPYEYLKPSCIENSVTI
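Hydroperoxide product was detected by ferrous iron/xylenol orange as the 573 to 405 nm absorbance ratio. Arachidonic acid at 40 uM (final) was turned over for 30 min at room temperature by 150 nM human 12hLO, pH 7.0 Hepes buffer, after 15 min compound preincubation.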
LDHA block – qHTS assay for inhibitors of human lactate dehydrogenase; purified LDHA, NADH/diaphorase-resazurin fluorescence; hits give low values; L-lactate dehydrogenase A chain (Homo sapiens), P00338; 0.15% of 480,000 active; activity change, % (values are at about 110 or 230 µM); in the data active = activity change below about -30%; inconclusive = mostly about -25% to -30%;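 also: plate controls were DMSO wells for no effect and wells without enzyme for full effect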
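Human LDH5 at 2 nM final in Tris HCl pH 7.4 with 0.06 mM NADH and 0.2 mM pyruvate, reacted 5 minutes at room temperature. Remaining NADH coupled via diaphorase/resazurin; resorufin fluorescence read at 0 and 20 minutes, normalized to enzyme-free and DMSO wells.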
RGS4 inhibitor – Inhibitors of Regulator of G Protein Signaling (RGS) 4: qHTS | Regulator of G-protein signaling 4 (Homo sapiens), P49798 | 0.039% of 390,000 active | Potency, µM (top dose mostly 114 µM), for inactives: at the top dose activity change, negative = inhibition, most hits filed as inhibitors | Transcreener GDP fluorescence polarization, RGS4-accelerated GTP hydrolysis; also: potency is read from the fitted curve at half-maximal effect; % is scaled to controls: 0 for no effect and ±100 for the full control effect; nearly all actives have a fitted effect of over 75% in size; some results filed as inactive show a strong effect at the top dose
Target sequence (P49798 whole entry, looked up): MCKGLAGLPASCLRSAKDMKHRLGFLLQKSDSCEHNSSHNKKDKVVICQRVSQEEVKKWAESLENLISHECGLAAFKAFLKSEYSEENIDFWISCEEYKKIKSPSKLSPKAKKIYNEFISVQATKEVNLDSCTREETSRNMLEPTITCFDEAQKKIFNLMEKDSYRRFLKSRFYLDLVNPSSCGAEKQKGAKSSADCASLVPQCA
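MLSMR compounds (23 nl, pin-transferred) preincubated 10 min at room temperature with a 500nM (2x) first reagent, then RGS4 at 900nM (2x) plus Transcreener GDP mix added; fluorescence polarization (620/688 nm) read before and after 90 min at 30 °C.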
ERG Ets-DNA blk – qHTS for Small Molecule Inhibitors of the ERG Ets/DNA interaction; fluorescence polarization, His-ERG Ets domain / labelled DNA; Potency, µM (top dose mostly 76.9 µM), for the others: top-dose FP activity, negative = inhibition, actives largely listed as inhibitors; 0.028% of 370,000 active; active = well fitted inhibition curve with a large enough effect in the polarisation, with a control signal flat; inconclusive = small, poorly fitted or top-dose-only effect, or effect the other way, or a change in a side signal; inactive = no such curve, though single readings can be large or run the other way; the % refers to the polarisation;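 also: polarization taken with two DNA probes labelled with fluorescein and Texas red; potency is read from the fitted curve at half-maximal effect; % of control where 0% means no effect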
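His-tagged ERG Ets domain (1 uM in the protein solution; 300mM KCl, 50mM Tris-HCl, 1mM EDTA, 1mM DTT, pH 7.5) received compound, then a probe mix of 5 nM fluorescein-DNA and 100nM Texas-615-DNA. Fluorescence polarization was read for both dyes.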
Vif-A3F inh – qHTS for Inhibitors of Vif-A3F Interactions: qHTS | 0.2% of 390,000 active | HeLa A3F-eYFP + Vif (tagged APOBEC3F with the HIV-1 protein that degrades it), YFP fluorescence increase | Potency, µM (doses to about 46.1 µM), for inactives: at the highest dose activity, negative = active; also: potency is read from the fitted curve at half-maximal effect; % of control where 0% means no effect; nearly all actives have a fitted effect of over 65% in size
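HeLa cells stably expressing A3F-eYFP plus Vif, plated and incubated overnight at 37 deg C, then exposed to compounds overnight at 37 deg C. Blocked degradation read as raised yellow fluorescence (Ex 488/Em 500-530).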
D2 agonist – HTS Assay for Allosteric Agonists of the Human D2 Dopamine Receptor: Primary Screen for Agonists; D(2) dopamine receptor (Homo sapiens), P14416; HEK293 T-REx D2 cells, calcium flux agonist mode; activation, % at 2 µM; 0.53% of 340,000 active; AID 485358, 2010;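 active = activation over 3 SD above normal in the single-dose calcium agonist read, cut at about 30% in these data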; also: 0% is about no effect
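In this primary screen, compounds producing a positive calcium signal within 180 s of addition to tetracycline-induced, force-coupled HEK293 Trex D2 cells are flagged; cells are dye-loaded with a no-wash calcium kit beforehand.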
Vif-A3G inh – qHTS for Inhibitors of Vif-A3G Interactions: qHTS | HeLa A3G-eYFP + Vif (tagged APOBEC3G with the HIV-1 protein that degrades it), YFP fluorescence, overnight | Potency, µM (doses to about 46.1 µM), for the others: top-dose activity, negative = active, actives largely listed as inhibitors | 0.076% of 410,000 active;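 also: potency is read from the fitted curve at half-maximal effect; % is scaled to controls: 0 for no effect and ±100 for the full control effect; nearly all actives have a fitted effect of over 60% in size; hits raise eYFP signal because A3G escapes Vif-driven loss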
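HeLa cells stably expressing Vif and C-terminally eYFP-tagged A3G, seeded overnight at 37 deg C, then exposed to compound by pintool overnight at 37 deg C. Rise in yellow fluorescence (Ex 488/Em 500-530, Acumen) marks blocked Vif-driven A3G degradation.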
D2 antag – HTS Assay for Allosteric Antagonists of the Human D2 Dopamine Receptor: Primary Screen for Antagonists | HEK293 TREx D2 cells, calcium flux, dopamine EC80 | inhibition, % at 10 µM | 2% of 340,000 active | AID 485344, 2010; in the data active = inhibition above about 30%; also: 0% is about no effect
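Dopamine at EC80 is the agonist stimulus; test compounds precede it by 180 s. Calcium flux read kinetically in a force-coupled, inducible HEK293 T-REx D2 cell line.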
Glioma ERSR ind – qHTS for Inducers of the Endoplasmic Reticulum Stress Response (ERSR) in Human Glioma: qHTS. U87-MG GRP78 promoter luciferase reporter, 16 h. Potency, µM, inactives show at the highest dose activation, actives largely listed as activators. 0.02% of 420,000 active; also: potency is read from the fitted curve at half-maximal effect; series mostly up to about 76 µM; % of control where 0% means no effect; nearly all actives have a fitted effect of over 35% in size
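Stably transfected U87-MG glioma cells carrying a GRP78-based luciferase sensor; 16 h compound incubation. Luminescence end-point read 10 min after Bright-Glo addition at room temperature.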
* marks the source's active call; other numbers are inactive results; ? = inconclusive; . = no result given; [ ] = another dose, or the depositor's remark. Unless noted, calls follow the shape of the dose curve; as a rule, active = well fitted curve in the direction sought with a large enough effect; inconclusive = small, poorly fitted or top-dose-only effect, or another doubt; inactive = no such curve, though single readings can be large; an effect the other way counts as inactive or inconclusive.

Order of results – LDHA block, RGS4 inhibitor, ALOX12 inh, D2 antag, Vif-A3F inh, ERG Ets-DNA blk, D2 agonist, Vif-A3G inh, Glioma ERSR ind
1. Cn1c(=O)c2c(ncn2CC(=O)Nc2nc3ccc(F)cc3s2)n(C)c1=O
 : -1, -3%, ?, -3, 4%, -4%, -0.2, 8%, 4%
2. COc1ccc(OC)c(C2=NS(=O)(=O)N(C)C(C(=O)NCc3ccco3)=C2)c1
 : -4, -20%[56.9 µM], -11%, -4, 9%, -7%, -0.8, 4%, -2%
3. Cc1ccc(C=Nc2cc([N+](=O)[O-])ccc2C)s1
 : -10, 8%, -20%, 14, 1%, -2%, -0.3, -1%, -4%
4. COc1ccccc1N1CCN(/N=C/c2cccc(OC)c2O)CC1
 : 1, -12%, -2%, 59*, -2%, 4%, -2.6, 1%, 2%
5. CCc1ccc(NC(=O)C2CCCN2C(=O)NC2CCCCC2)cc1 (stereo not given)
 : -7, 16%, -24%, -28, -24%, -1%, -3.5, 2%, -3%
6. O=C(NCCN1CCN(c2ccccc2)CC1)Nc1ccc(Cl)cc1
 : -6, 11%, ., 82*, -7%, 8%, 75*, 5%, -7%
7. Cc1cc(N2CCOCC2)nc(NCc2ccccc2)n1
 : -5, 5%, 16%, 10, -5%, ., 0.8, 1%, -1%
8. O=C(Nc1ccccc1N1CCCCC1)c1cccc(F)c1
 : 0, 20%, -22%, -13, -7%, -8%, -0.4, -1%, -3%
9. O=C(NCc1ccc(Cl)cc1)N1CCN(Cc2ccccc2)CC1
 : -10, 16%, ?, 3, -1%, 16%, -0.4, 3%, -4%
10. CCc1nnc(NC(=O)c2cc(OC)c(OC)cc2[N+](=O)[O-])s1
 : -4, -3%, ?, 12, -1%, -8%, -1.1, 4%, -4%
11. Cc1ccc(NC(=O)Cn2nc3c(cc2=O)CCCC3)cc1Cl
 : -3, -11%, ?, ., -1%, -7%, 0.0, -12%, 0%
12. O=C(CSc1ccccc1C(=O)N1CCN(c2ccc([N+](=O)[O-])cc2)CC1)N1CCCC1
 : -1, -22%, 6%, ., 5%, -2%, ., 1%, 0%
13. COc1cc(OC)cc(C(=O)NC(C)c2cnn(-c3ccccc3C)c2C)c1 (stereo not given)
 : -2, 2%, -11%, 2, 3%, 3%, -0.6, 0%, -4%
14. COc1ccc(N(CC(O)CN2C(=O)NC(C)(C)C2=O)S(=O)(=O)c2ccccc2)cc1 (stereo not given)
 : -4, -25%, ?, -10, -2%, 12%, 0.1, -2%, -5%
15. COc1ccc(-c2nnn(CC(=O)N(C3CCCC3)C(C)C(=O)NC3CCCC3)n2)cc1OC (stereo not given)
 : 0, -48%, -22%, 5, -6%, -4%, -0.1, 0%, -1%
16. Cn1c2c(c3ccccc31)CCN=C2c1ccccc1
 : -2, -21%, -11%, ., -11%, -2%, ., -2%, -5%
17. COc1ccc(CC(=O)NCCc2csc(-c3ccc(Cl)cc3)n2)cc1
 : -2, 1%, -8%, ., -8%, -4%, 0.7, 3%, -2%
18. CCc1nc(N2CCN(CC(=O)NCC3CCCO3)CC2)c(C#N)c2c1COC(C)(C)C2 (stereo not given)
 : -24, 1%, ?, -23, 4%, -11%, -0.4, 1%, -1%
19. Nc1nonc1C(=Nc1ccc(Br)cc1)NO
 : -2, 16%, -4%, 1, -2%, -13%, 0.4, -1%, -1%
20. Cc1nc2nc(C)c(CCC(=O)N3CCOCC3)c(C)n2n1
 : -6, 13%, 4%, -4, 0%, -3%, 4.4, 1%, -3%
21. Cc1nn(CC(=O)Nc2cccc(C(F)(F)F)c2)c(=O)c2nn(-c3ccccc3)c(C)c12
 : 0, -8%, -27%, ., -1%, 18%, -0.8, -4%, -1%
22. Cc1cccc(N2CCN(C(=O)C3CCN(S(=O)(=O)c4cccs4)CC3)CC2)c1C
 : -4, 3%, -4%, ., -6%, -2%, -0.4, 3%, -3%
23. O=C1CCCN2N=C(SCC(=O)Nc3cccc(F)c3)SC2=N1
 : -6, -2%, 13%, -3, 0%, -5%, -2.2, 0%, 10%
24. Cc1ccc2nc(-c3ccncc3)cc(C(=O)Nc3ccncc3)c2c1
 : -2, -47%, 233%[activator], -16, -14%, -11%, 0.9, -14%, -6%
25. COc1ccc(C(=O)NCC(C)NC(=O)c2ccc(OC)c(Br)c2)cc1Br (stereo not given)
 : -2, 16%, ?, ., 9%, -3%, ., 1%, -2%
26. CCc1nnc(NS(=O)(=O)c2ccc(N=Cc3c(C)[nH]n(-c4ccc(Cl)cc4)c3=O)cc2)s1
 : -6, -37%, -34%, -10, -11%, ., -1.5, -2%, -3%
27. Cc1ccc(NC(=O)N2CCCC2C(=O)NCc2ccc3c(c2)OCO3)cc1 (stereo not given)
 : -5, -10%, -4%, -7, 3%, -6%, -0.6, -1%, -5%
28. COc1cc(NC(=O)C(Cc2ccccc2)NS(=O)(=O)c2cccc3nsnc23)cc(OC)c1 (stereo not given)
 : 2, 0%, -9%, ., -4%, 3%, -0.5, 2%, -2%
29. Cc1ccc(C(=O)OC2CCS(=O)(=O)c3sccc32)cc1 (stereo not given)
 : 0, 17%, -3%, 15, 6%, 1%, 0.6, -6%, 2%
30. O=C(CN(Cc1ccc(F)cc1)C(=O)CNS(=O)(=O)c1ccc(Cl)cc1)NCC1CCCO1 (stereo not given)
 : -4, -3%, -10%, -41, 9%, -2%, 0.4, 1%, -6%
31. Cc1cc(C)c(NC(=O)CN2C(=O)CCn3nc(-c4cccn4C)cc32)c(C)c1
 : -9, 22%, ?, ., 3%, 4%, 0.8, 0%, -4%
32. COc1ccccc1N(CC(=O)Nc1ccc2c(c1)OCCO2)S(=O)(=O)c1ccc(C)cc1
 : -2, -19%, 11%, 12, -2%, 1%, -0.6, 0%, -6%
33. CC(C)(CN1CCCC1)NC(=O)C1CCC(=O)N(CCCN2CCOCC2)C1 (stereo not given)
 : -4, 9%, 10%, ., 4%, 2%, ., 2%, 0%
34. COc1ccc(NC2=NCCC(=O)N2Cc2cccs2)cc1
 : 3, -19%, -24%, -26, -12%, 9%, -0.3, 2%, -2%
35. CCN(CC)C(=O)[C@H]1CC(CC(=O)NCCCn2ccnc2)C(=O)N2CCc3c([nH]c4ccccc34)[C@]12C (stereo not given in full)
 : -3, -15%, 13%, ., 9%, -13%, ., 0%, -1%
36. CCC(C)NC(=O)C1CCN(c2nc(OC)nc(OC)n2)CC1 (stereo not given)
 : -7, 17%, 21%, -10, 3%, -2%, 0.5, 0%, -4%
37. COc1ccc(/C(O)=C2/C(=O)C(=O)N(c3ccccn3)C2c2ccc(C(C)C)cc2)cc1 (stereo not given)
 : -1, -13%, 3%, 5, 1%, -12%, -0.2, -12%, 7%
38. CC(NC(=O)Nc1ccccc1)C(c1ccccc1)N1CCOCC1 (stereo not given)
 : -8, 1%, -17%, -7, -3%, 0%, -0.4, -1%, -4%
39. O=C(Cn1cc2c(n1)CCCC2)NC1CCCCCC1
 : -2, -15%, 3%, -2, 3%, -1%, -0.1, 0%, -2%
40. Cc1ccccc1C(=O)Nc1nnc(-c2ccco2)s1
 : -4, 2%, -4%, 2, -3%, 3%, 2.6, 3%, -10%
41. O=C(CSc1ccccc1C(=O)O)NC1CCCCCCC1
 : 1, -20%, 16%, -40, ., -2%, -0.3, 0%, 1%
42. Cc1ccc(-n2c(=O)c3ccc(C(=O)NCc4ccco4)cc3n(Cc3ccccc3Cl)c2=O)cc1
 : 2, 16%, -25%, ., -14%, -1%, 0.9, 1%, -4%
43. CC(C)CNC(=O)C1(C)CCCN1Cc1ccccc1OC(F)F (stereo not given)
 : 3, ., -11%, ., ., ., ., 0%, -3%

These rows are one share of the data; the hit share may differ from the screen's.
